Screens (PubChem)
DENV2 CPE: protects cells from dengue virus 2 cytopathic effect. actives 1.7% (n = 350,000). CPE inhibition, % at 9.99 µM. DENV2-infected cells, cytopathic effect rescue, plate reader; in the data active = CPE inhibition above about 20%, passing the limit was not always enough; inconclusive = no clear call, values can overlap the other calls; tested in BHK-21 cells;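 also: 0% = median of neutral control wells and 100% = median of positive control wells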
S100A4 inh HTS: blocks human S100A4 binding to myosin IIA peptide. S100A4/TAMRA-MyoIIA peptide fluorescence polarization. P26447. actives 0.14% (n = 360,000). inhibition, % at 10.7 µM;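 active = mean inhibition of at least 70% across replicates, with every replicate also reaching that level; inconclusive = mean inhibition reaches 70% but some replicates fall short; inactive = mean inhibition below 70%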
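Material: human S100A4 monomer with TAMRA-labelled myosin IIA peptide; buffer or medium: HEPES pH 7.2 with CaCl2, KCl, NaCl, DTT, Triton; compound dosing: one concentration per compound; schedule: 5 min incubation before reading; benchmarks: neutral control DMSO, positive control TFP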
PglD DTNB: PglD (C. jejuni) enzyme inhibition; inhibition, % at 12.5 µM; purified PglD enzyme, DTNB colorimetric CoA detection; actives 0.098% (n = 360,000); in the data active = inhibition above about 16%, passing the limit was not always enough; inconclusive = no clear call, values can overlap the other calls; also: strong numbers were not always called active
ERp5 inh: inhibitors of human ERp5; inhibition, % at 9.99 µM; actives 0.05% (n = 350,000); Q15084; ERp5 insulin aggregation, absorbance 650 nm, 90 min; AID 651711;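 active = mean replicate inhibition above about 25%, with every replicate also reaching it, limit read from the data, passing the limit was not always enough; inconclusive = only one of those two criteria met; inactive = neither criterion met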
Target sequence (Q15084 whole entry, looked up): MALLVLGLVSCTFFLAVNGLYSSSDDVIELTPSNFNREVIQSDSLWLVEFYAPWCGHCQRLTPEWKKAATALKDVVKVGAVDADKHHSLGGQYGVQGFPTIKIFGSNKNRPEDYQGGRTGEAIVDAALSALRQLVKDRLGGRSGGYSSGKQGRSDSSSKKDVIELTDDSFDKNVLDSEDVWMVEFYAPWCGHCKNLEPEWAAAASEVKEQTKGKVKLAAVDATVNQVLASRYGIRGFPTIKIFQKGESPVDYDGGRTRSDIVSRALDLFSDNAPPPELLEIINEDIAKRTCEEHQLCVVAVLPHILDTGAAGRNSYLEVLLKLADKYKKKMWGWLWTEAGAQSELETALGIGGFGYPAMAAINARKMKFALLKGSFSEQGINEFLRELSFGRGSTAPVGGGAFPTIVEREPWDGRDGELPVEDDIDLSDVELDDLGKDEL
SIRT5 inh: sirtuin-5 (human) deacylase inhibition. Purified SirT5, succinyl-peptide AMC, trypsin-coupled fluorescence. inhibition, % at 15 µM. actives 1.1% (n = 330,000). AID 652115; in the data active = inhibition above about 15%; inconclusive = no clear call, values can overlap the other calls
E-selectin induc: E-selectin induction on HUVECs. HUVEC E-selectin immunofluorescence imaging; normalized: neutral wells 0, TNF-alpha wells 100. activation, % at 7.58 µM. AID 686992. actives 0.37% (n = 260,000). P16581;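 active = mean E-selectin-positive cell signal at least 10% of the positive control, reached in at least 60% of replicates, without over 20% cell loss; inconclusive = no rule given, readout overlaps actives, possibly toxicity-flagged; inactive = the rest, including those meeting only one limit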;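 also: in these data hits start at about 27%; measured in HUVEC primary endothelial cells; signal is the percent of cells scored E-selectin positive by PE staining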
Target sequence (P16581 whole entry, looked up): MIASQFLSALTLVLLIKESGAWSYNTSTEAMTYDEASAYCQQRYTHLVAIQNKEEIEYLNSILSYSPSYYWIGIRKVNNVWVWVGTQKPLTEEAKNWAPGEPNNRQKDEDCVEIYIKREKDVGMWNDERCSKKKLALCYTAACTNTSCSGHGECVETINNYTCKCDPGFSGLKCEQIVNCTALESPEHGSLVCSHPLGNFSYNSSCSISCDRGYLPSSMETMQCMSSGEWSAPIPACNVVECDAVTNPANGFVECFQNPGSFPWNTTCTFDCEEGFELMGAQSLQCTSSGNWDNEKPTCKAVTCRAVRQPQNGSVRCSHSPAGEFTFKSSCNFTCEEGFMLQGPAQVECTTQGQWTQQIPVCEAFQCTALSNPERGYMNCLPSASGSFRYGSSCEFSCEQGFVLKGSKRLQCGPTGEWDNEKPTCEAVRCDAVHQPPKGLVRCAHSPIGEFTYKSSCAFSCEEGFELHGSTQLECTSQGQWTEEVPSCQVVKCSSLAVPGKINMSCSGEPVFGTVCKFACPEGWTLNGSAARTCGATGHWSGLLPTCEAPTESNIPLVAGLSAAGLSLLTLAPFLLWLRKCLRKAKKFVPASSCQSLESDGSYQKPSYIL
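material = human umbilical vein endothelial cells (HUVEC), E-selectin induction | quantity = 3,000 cells/well | medium = EGM-2 growth medium on 0.1% gelatin-coated wells | technique = immunofluorescence imaging | read-out basis = % PE-positive cells | control set = TNF-alpha positive control, DMSO neutral control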
Statin myotox sup: suppression of simvastatin myotoxicity; actives 0.78% (n = 330,000); AID 602340; C2C12 myotubes + simvastatin, ATP luminescence, 48 h; scaled: DMSO 0, geranylgeraniol control 100; rescue of ATP level, % at 7.49 µM;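 active = mean ATP rescue above about 67%, or every replicate alone reaching that limit, limit read from the data, passing the limit was not always enough; inconclusive = no clear call, values can overlap the other calls; inactive = mean under the limit and some replicate under it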;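 also: myotubes were challenged with 10 µM simvastatin during compound exposure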
Numbers without * were called inactive; ? = inconclusive; . = no result given; & = joins results of further samples. This is a subset. The share of hits here may be higher or lower than overall.

SMILES	DENV2 CPE	S100A4 inh HTS	PglD DTNB	ERp5 inh	SIRT5 inh	E-selectin induc	Statin myotox sup
O=C1NC(=O)C(Cc2ccc(O)cc2)N1 (centres undefined)	14	-5	7	3	-1	.	-15
Cc1cccc(NC(=O)CCNS(=O)(=O)c2cccc3nonc23)c1C	2	-4	.	1	-5	.	.
N#CC(=C(O)COC(=O)Cc1c[nH]c2ccccc12)c1nc2ccccc2[nH]1	1	-2	.	-5	.	0.6	.
CC1CC(C)CN(C(=O)C2CCN(S(=O)(=O)c3ccc4c(c3)CC(C)N4C(=O)C3CC3)CC2)C1 (centres undefined)	16	-3	-3	6	3	.	-2
NC1=NC(=O)/C(=C/c2ccc(Br)cc2)S1	-2	0	-5	1	3	.	11
O=C1NC(c2ccccc2)Nc2c1sc(=S)n2-c1ccccc1 (centres undefined)	-1	4	.	-1	3	.	11
O=C(NCC(c1ccco1)N1CCCC1)c1cc(S(=O)(=O)N2CCCCC2)ccc1Cl (centres undefined)	5	1	-1	1	-1	-1.0	-6
O=C(Nc1cccc(S(=O)(=O)NCc2ccco2)c1)c1cc(-c2ccc(F)cc2)nc2ccccc12	-3	-7	5	5	5	.	.
Cc1ccc(C)n1-c1ccccc1N1CCCCC1	3	2	.	0	-16	-0.9	.
Cc1ccc(-c2nc3ccsc3c(=O)[nH]2)cc1	9	1	4	3	.	.	-6
CC(C)(CO)CNC(=O)c1ccc2nc(Cc3cccc(Cl)c3)oc2c1	3	-1	7	-4	-22	1.3	-1
CC[C@]12c3[nH]c4cc(CCC(=O)N(C)C)ccc4c3CCN1C(=O)[C@@H](CC(=O)NCC13CC4CC(CC(C4)C1)C3)C[C@@H]2C(=O)N1CCN(C(=O)C2CC2)CC1	?	-1	2	-2	1	.	-5
C[C@H](CO)N1C[C@H](C)[C@@H](CN(C)C(=O)Nc2ccc(C(F)(F)F)cc2)OCCCC[C@H](C)Oc2ccc(NS(=O)(=O)c3ccc(Cl)cc3)cc2C1=O	0	-25	-4	0	0	2.3	.
COc1cc(/C=C/C(=O)NCCn2c(C)cc3ccccc32)cc(OC)c1OC	-1	-5	0	9	-6	-0.1	-7
CC(C)(C)c1cc(-c2ccccc2)no1	0	0	.	1	1	4.2	.
Cc1ccc(NS(=O)(=O)c2cccs2)c(C)c1	-3	-2	6	3	-1	.	10
Cc1cc(C)cc(NC(=O)CSc2nc(=O)n(CCN3CCOCC3)c3c2CCCC3)c1	-3	0	.	13	-4	.	-5
COc1ccc(NC(=O)Nc2ccc3c(c2)CC(=O)N([C@@H](C)CO)C[C@H](C)[C@H](CN(C)CC2CC2)O3)cc1	8	4	-1	-5	-1	2.5	-8
CCCN1C[C@H](C)[C@H](OC)CN(C)C(=O)c2cc(NS(=O)(=O)c3cn(C)cn3)ccc2OC[C@@H]1C	90*	9	-1	1	-3	-0.3	-2
CSc1ccc(CCNC(=O)c2cc(C)nn2-c2ccccc2)cc1	-4	2	2	2	-1	.	.
C#Cc1cccc(Nc2nc(NCc3ccccc3OC)nc3ccsc23)c1	-1	1	0	-1	-4	-0.5	-18
Cn1c(=O)[nH]c(=O)c2c1nc(SCCO)n2CCCc1ccccc1	-1	-13	-6	-5	-3	.	-4
N#CC1(NC(=O)COc2ccccc2[N+](=O)[O-])CCCCC1	1	0	-3	0	-2	0.5	6
C[C@@H]1CCCCO[C@@H](CN(C)C(=O)Nc2ccccc2)[C@@H](C)CN([C@H](C)CO)C(=O)c2cc(NC(=O)Cc3ccccc3)ccc2O1	4	-14	0	0	-1	.	.
Cc1ccccc1N1CC(C(=O)Nc2ccc(S(=O)(=O)NCC3CCCO3)cc2)CC1=O (centres undefined)	16	-8	8	-1	-4	.	5
Cc1cc(Br)cc(Cl)c1OCC(=O)NC(=O)NCc1ccccc1	1	0	.	4	-1	.	-5
CN1c2ccc(-c3ccccc3F)cc2[C@@H]2[C@@H](CCN2C(=O)NC2CCCCC2)[C@H]1CO	-4	-4	.	0	-6	0.7	.
O=C(Cc1ccc2c(c1)OCCO2)N1CCN(S(=O)(=O)c2ccccc2C(F)(F)F)CC1	1	2	-7	1	-1	.	.
CC(C)(C)OC(=O)N1CCC[C@H]1C(=O)NCc1ccc(Cl)cc1Cl	4	-3	.	-2	-4	.	.
CC12CCC(C/C1=N/NC(=O)COc1ccccc1Cl)C2(C)C (centres undefined)	-1	-2	6	-2	.	1.2	-1
C[C@H](CO)N1C[C@H](C)[C@H](CN(C)S(=O)(=O)c2ccccc2)Oc2ncc(Br)cc2C1=O	3&-3	-17&-3	-3&-6	0&0	0&-1	0.1	24&-41
COc1ccccc1N(CC(=O)N1CCc2ccccc2C1)S(C)(=O)=O	-4	-3	-1	-3	-5	.	10
N#Cc1ccsc1NC(=O)c1ccc(Cl)c([N+](=O)[O-])c1	6	-7	.	4	0	.	-19
COc1ccc(CCN2C(=O)CN(Cc3ccccc3)CC2=O)cc1OC	2	6	.	0	-2	.	.
O=C(CN1CCOCC1)N1CC2(C1)[C@@H](c1ccccc1)[C@H](CO)N2Cc1cccc(F)c1	8	0	.	0	7	-0.1	.
Nc1nc(=S)c2[nH]cnc2[nH]1	-4	-8	9	-5	0	-0.1	24

In the list so far, these contain an NH in an aromatic ring:
SMILES	DENV2 CPE	S100A4 inh HTS	PglD DTNB	ERp5 inh	SIRT5 inh	E-selectin induc	Statin myotox sup
N#CC(=C(O)COC(=O)Cc1c[nH]c2ccccc12)c1nc2ccccc2[nH]1	1	-2	.	-5	.	0.6	.
Cc1ccc(-c2nc3ccsc3c(=O)[nH]2)cc1	9	1	4	3	.	.	-6
CC[C@]12c3[nH]c4cc(CCC(=O)N(C)C)ccc4c3CCN1C(=O)[C@@H](CC(=O)NCC13CC4CC(CC(C4)C1)C3)C[C@@H]2C(=O)N1CCN(C(=O)C2CC2)CC1	?	-1	2	-2	1	.	-5
Cn1c(=O)[nH]c(=O)c2c1nc(SCCO)n2CCCc1ccccc1	-1	-13	-6	-5	-3	.	-4
Nc1nc(=S)c2[nH]cnc2[nH]1	-4	-8	9	-5	0	-0.1	24

Next results follow:
SMILES	DENV2 CPE	S100A4 inh HTS	PglD DTNB	ERp5 inh	SIRT5 inh	E-selectin induc	Statin myotox sup
CCC(=O)N1CCCc2ccccc21	0	?	.	3	0	7.6	.
COC(=O)COc1ccc(-c2ccc(F)cc2)cc1C=O	0	0	.	-2	.	.	.
Cn1c(CCNC(=O)c2ccc(F)cc2)nc2ccccc21	.	.	7	.	.	-2.4	-1
O=C(Nc1ccccc1)NC1CCCCNC1=O (centres undefined)	3	-1	-2	-4	-1	4.9	.
C[C@@H]1NS(=O)(=O)c2ccc(F)cc2O[C@@H]1c1ccccc1	1	-20	.	0	-4	0.1	.
O=C(NCCC(=O)N1CCN(S(=O)(=O)c2ccccc2F)CC1)Nc1ccccc1	-2	-4	-7	-3	0	.	-2
O=C(Nc1cccc(F)c1)N1C[C@H]2[C@@H](c3ccccc31)[C@@H](CO)N2C(=O)c1cccnc1	1	-6	0	0	-1	-0.1	1
COCCn1c(SCC(=O)NCCc2ccc(OC)c(OC)c2)nc2c([nH]c3ccccc32)c1=O	-6	-2	.	3	6	.	.
O=S(=O)(c1ccccc1F)N1C[C@@H]2N[C@H](C1)C2c1ccc(-c2cccnc2)cc1 (some centres undefined)	18	21	.	1	2	-0.1	.
CCOC(CNC(=O)Cc1c(C)nc2c(-c3ccccc3)c(C)nn2c1C)OCC	-6	2	.	2	-3	.	.
O=C(CN1CCCCCC1)NCCc1ccc(F)cc1	4	-3	-3	2	-1	.	1
COc1ccc(Br)cc1C(=O)Nc1ccccc1-c1ccccc1	-1	-4	8	0	-2	.	-41
COc1ccc(/C=C(\C#N)C(=O)Nc2cc(S(=O)(=O)N3CCOCC3)ccc2N2CCCC2)cc1	-5	4	-5	1	1	.	-2
COc1ccc(NC(=O)c2ccc(NC3CC(=O)N(c4ccc(C)cc4C)C3=O)cc2)cc1 (centres undefined)	-1	-5	2	-1	-3	.	-1
Cc1cc(C)c[n+](-c2[nH]c(=O)sc2/C=N/N=C(\N)[S-])c1	-2	-4	.	0	-1	.	.
Cc1cc(=O)oc2c3c(cc(OCC(=O)NCc4ccco4)c12)OC(C)(C)CC3	3	-1	2	1	-16	.	5
Cn1c(SCC(=O)Nc2ccc(NC(=O)c3cccc(F)c3)cc2)nnc1-c1ccncc1	-2	-5	-3	9	-1	.	1
Cc1cc2nnc(SCC(=O)N3CCCCC3)n2c(N)n1	-5	-2	.	12	5	.	.
CCOc1ccc(C(C)NC(=O)c2ccc3c(c2)NC(=O)C(C)S3)cc1OCC (centres undefined)	9	-2	2	-1	-5	.	5
Cc1noc(C)c1NC(=O)Nc1ccc2c(c1)C(=O)N([C@@H](C)CO)C[C@@H](C)[C@H](CN(C)S(=O)(=O)c1cccs1)O2	4	-36	-1	-5	10	11	-4
Cc1c2cnn(CC(=O)N3CCOCC3)c(=O)c2c(C)n1Cc1ccccc1F	?	-2	3	8	-7	-0.4	-12
Cc1cc(NC(=O)c2cccc(Cl)c2)n[nH]1	4	7	0	-3	.	0.0	5
Cc1ccc(C(=O)N2[C@@H]3CN(C)C(=O)[C@@]2(C)[C@H]2C(=O)N(C)C(=O)[C@@H]32)cc1	-1	20	-1	3	0	-0.1	8
COc1ccc(N2C(=O)CNC2=S)cc1	-1	-2	4	-3	-4	-1.1	0
C/C=C/c1cnc2c(c1)C(=O)N([C@H](C)CO)C[C@@H](C)[C@H](CN(C)C(=O)Nc1ccc(OC)cc1)O2	3	8	-5	0	-3	0.8	1
O=C(c1ccco1)N1CCN(Cc2ccccc2Br)CC1	2	-1	-6	2	1	.	-3
C=CCNC(=O)C(=O)NCC1CCCN1S(=O)(=O)c1cccs1 (centres undefined)	-2	-19	3	1	-5	-0.2	4
CCN(CC)C(=O)C1=C(C)N(Cc2ccc(C(C)(C)C)cc2)C(=O)C(CC(=O)NCC2CCCCC2)C1 (centres undefined)	?	-3	-5	1	8	.	-2
S=c1cn[nH]c2ccccc12	-6	-6	8	0	.	0.8	2
C[C@@H]1CN([C@@H](C)CO)C(=O)c2cc(C#C[C@@H](C)O)cnc2O[C@@H]1CN(C)C(=O)CN(C)C	-2	-8	0	2	2	0.0	.
O=C(NCCO)c1ccc(-c2cnc3cccnn23)cc1	0	-7	6	3	-50	0.1	43
NC(=O)CC(NC(=O)c1cccc(Br)c1)c1ccc(N2CCCCCC2)c([N+](=O)[O-])c1 (centres undefined)	-6	-19	7	6	0	-0.1	-26
COc1cc(C(=O)NNC(=O)c2cc(C)[nH]n2)cc(OC)c1OC	2	-12	.	5	.	.	.
CCOc1ccc(CNC(=O)CCC(=O)n2ncc3ccc(Cl)cc32)cc1	15	-3	1	9	-3	0.0	7
CN1CCN(S(=O)(=O)c2cccc(C(=O)N(C)CC(=O)Nc3ccc(Cl)c(Cl)c3)c2)CC1	-10	-6	-1	1	-5	.	-1
Cc1ccc(NC(=O)C(C)N2CCCc3ccccc32)cc1S(=O)(=O)N1CCOCC1 (centres undefined)	5	6	-2	4	-10	-0.1	4
Cc1cc2ncc(C(=O)Nc3ccsc3C(=O)O)c(C)n2n1	.	0	0	0	-2	.	-3
CCOc1ccccc1NC(=O)CC1(CC(=O)N2CCOCC2)CCCC1	-6	0	-4	-3	0	.	26
CC(C)NC(=O)N(C)C[C@@H]1Oc2cc(C#Cc3ccc(F)cc3)ccc2S(=O)(=O)N([C@H](C)CO)C[C@@H]1C	-3	8	-2	5	8	-0.3	22
CCOc1ccccc1NC(=O)c1c(NC(=O)CCC(=O)O)sc2c1CCCCC2	1	-19	.	5	2	.	.
CCN1CCc2c(sc(NC(=O)c3ccc(S(=O)(=O)N4CC(C)OC(C)C4)cc3)c2C(N)=O)C1 (centres undefined)	1	0	-1	1	0	.	-4
